L3MBTL1 block: qHTS Assay for the Inhibitors of L3MBTL1; Lethal(3)malignant brain tumor-like protein 1 (Homo sapiens), Q9Y468; AlphaScreen L3MBTL1–H3K9me1 peptide binding; Potency, µM (doses to about 57.1 µM), for the others: at the top dose activity, negative = inhibition, usual class: inhibitors; hit rate 0.66% among 230,000; AID 485360, 2010; further: nearly all actives have a fitted effect of over 60% in size
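Displacement of a biotinylated histone H3(1-15) peptide monomethylated at Lys9 (75 nM) from L3MBTL1 (50 nM) was measured by AlphaScreen after a 30 min room-temperature compound incubation; cefsulodin titration served as intraplate control.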
Tau fluor cs: Counterscreen qHTS for Inhibitors of Tau Fibril Formation, Fluorescence Polarization; tau K18 P301L Alexa594 fluorescence, heparin fibrillization; Potency, µM (titrated, usually from 57.7 µM), without a hit: at the highest dose activity change, negative = decrease; hit rate 0.93% among 280,000; AID 1463, 2008; further: nearly all actives have a fitted effect of over 55% in size
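Human tau K18 P301L (15 uM unlabeled, 0.24 uM Alexa 594-labeled) in 100 mM sodium acetate pH 7 with 20 uM heparin, 6 hr at 37 C. ThT 30 uM added, 1 hr ambient; Alexa 594 FP and total fluorescence read at 555/632 nm.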
GLA spleen mod: qHTS Assay for Inhibitors and Activators of Human alpha-Galactosidase From Spleen Homogenate; Alpha-galactosidase A (Homo sapiens), P06280; human spleen homogenate, 4MU-alpha-Gal fluorescence, 40 min; Potency, µM (series often up to 80 µM), without a hit: at the top dose activity change, negative = inhibition, usual class: inhibitors; hit rate 0.008% among 240,000; AID 2107, 2009;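 further: 0% = enzyme with vehicle and -100% = no enzyme basal signal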
Target sequence (P06280 32-429 limits assumed): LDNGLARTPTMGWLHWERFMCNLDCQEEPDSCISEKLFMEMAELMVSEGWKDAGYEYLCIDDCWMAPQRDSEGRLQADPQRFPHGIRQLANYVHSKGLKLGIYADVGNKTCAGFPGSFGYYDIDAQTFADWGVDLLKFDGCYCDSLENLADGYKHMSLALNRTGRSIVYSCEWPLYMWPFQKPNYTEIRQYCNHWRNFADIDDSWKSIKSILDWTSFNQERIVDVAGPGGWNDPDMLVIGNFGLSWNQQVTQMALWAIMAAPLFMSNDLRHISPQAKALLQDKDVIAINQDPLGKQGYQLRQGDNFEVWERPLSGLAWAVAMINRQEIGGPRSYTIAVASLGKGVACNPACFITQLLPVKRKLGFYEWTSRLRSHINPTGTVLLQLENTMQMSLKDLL
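Human spleen homogenate (1 ug) was the enzyme source, with 4-methylumbelliferyl-alpha-D-galactopyranoside (1 mM final) in pH 5.0 citrate buffer with 0.01% Tween-20. Compounds were titrated; after 40 min at 37C, NaOH/glycine stop, 4-MU fluorescence read; AC50 from Hill fits.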
Tau ThT inhib: qHTS for Inhibitors of Tau Fibril Formation, Thioflavin T Binding; Microtubule-associated protein tau (Homo sapiens), P10636; recombinant tau K18 P301L (four-repeat tau fragment), heparin-induced fibrillization, ThT fluorescence; Potency, µM (top dose mostly 57.4 µM), without a hit: at the highest dose activity, negative = inhibition, most hits filed as inhibitors; hit rate 2.1% among 270,000; further: nearly all actives have a fitted effect of over 55% in size
Target sequence (P10636 561-689 P618L limits assumed): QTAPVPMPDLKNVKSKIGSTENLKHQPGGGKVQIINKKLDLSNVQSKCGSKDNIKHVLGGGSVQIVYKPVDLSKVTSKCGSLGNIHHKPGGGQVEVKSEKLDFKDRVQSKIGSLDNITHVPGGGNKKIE
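Tau K18 P301L fragment (15 uM unlabeled plus 0.24 uM Alexa 594-labeled) in 100 mM sodium acetate pH 7 with compound, fibrillization induced by 20 uM heparin for 6 hr at 37 C. Thioflavin T (30 uM) added, fluorescence read after 1 hr (ex 450, em 510 nm).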
TRb-SRC2 inh: qHTS for Inhibitors of the Interaction of Thyroid Hormone Receptor and Steroid Receptor Coregulator 2 | Potency, µM (titrated, usually from 106 µM), inactives show at the highest dose activity change, negative = inhibition, usual class: inhibitors | Thyroid hormone receptor beta (Homo sapiens), P10828 | hit rate 0.065% among 280,000 | TRbeta-SRC2 peptide binding, fluorescence polarization; receptor liganded with 1 µM T3 | AID 1469, 2008;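 further: plate controls were bound peptide for no effect and peptide without receptor for full effect; nearly all actives have a fitted effect of over 50% in size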
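Human TRb ligand-binding domain (0.6 uM) is mixed with 20 nM Texas Red SRC2 peptide and 1 uM T3; after compound addition and 5 hr at ambient temperature, polarization is measured and normalized to unbound and bound controls.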
TexasRed fluor: Total Fluorescence Counterscreen for Inhibitors of the Interaction of Thyroid Hormone Receptor and Steroid Receptor Coregulator 2; TRb/SRC2 Texas Red total fluorescence interference; Potency, µM (series often up to 106 µM), for the others: at the top dose fluorescence change, negative = quenching; hit rate 0.29% among 280,000; AID 1479, 2009; active means well fitted curve in either direction with a large enough effect; inconclusive means small, poorly fitted or top-dose-only effect
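Human TRb ligand-binding domain at 0.6 uM with 20 nM Texas Red SRC2 peptide in Tris buffer containing 1 uM T3 and 5% DMSO, incubated with compound 5 h at ambient temperature. Total fluorescence (555/632 nm) calculated as parallel + 2 × perpendicular.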
ALDH1A1 block: qHTS Assay for Inhibitors of Aldehyde Dehydrogenase 1 (ALDH1A1) | Potency, µM (doses to about 75.3 µM), inactives show top-dose activity, negative = inhibition, actives largely listed as inhibitors | Aldehyde dehydrogenase 1A1 (Homo sapiens), P00352 | Purified ALDH1A1, NADH fluorescence, propionaldehyde substrate | hit rate 7.3% among 220,000; active means well fitted inhibition curve with a large enough effect, not every such curve was filed as active; inconclusive means small, poorly fitted or top-dose-only effect, or another doubt; inactive means no such curve, though single readings can be large or run the other way;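 further: plate controls were no enzyme wells and a reference inhibitor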
Target sequence (P00352 whole entry, looked up): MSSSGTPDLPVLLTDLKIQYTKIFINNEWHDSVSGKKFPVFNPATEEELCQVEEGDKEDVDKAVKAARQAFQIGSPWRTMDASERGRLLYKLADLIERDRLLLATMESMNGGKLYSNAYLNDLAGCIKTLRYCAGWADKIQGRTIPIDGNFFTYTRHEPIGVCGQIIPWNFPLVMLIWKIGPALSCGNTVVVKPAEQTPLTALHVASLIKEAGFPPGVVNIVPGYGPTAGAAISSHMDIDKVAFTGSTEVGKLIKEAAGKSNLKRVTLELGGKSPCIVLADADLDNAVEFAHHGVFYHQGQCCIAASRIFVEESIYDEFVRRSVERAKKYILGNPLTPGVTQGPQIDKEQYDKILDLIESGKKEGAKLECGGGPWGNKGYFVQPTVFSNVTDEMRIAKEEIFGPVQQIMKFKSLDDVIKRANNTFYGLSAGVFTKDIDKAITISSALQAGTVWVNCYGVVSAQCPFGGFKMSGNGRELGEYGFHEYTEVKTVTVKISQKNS
Tau fibril FP: qHTS for Inhibitors of Tau Fibril Formation, Fluorescence Polarization; Microtubule-associated protein tau (Homo sapiens), P10636; K18 P301L tau heparin fibrillization, Alexa594 FP, 6 h; Potency, µM (doses to about 57.7 µM), for the others: top-dose activity, negative = inhibition, usual class: inhibitors; hit rate 0.39% among 280,000; AID 1468, 2008; further: nearly all actives have a fitted effect of over 55% in size
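Human tau K18 […] P301L fragment, 15 uM unlabeled plus 0.24 uM Alexa 594-labeled tau (final), with compound and 20 uM heparin in 100 mM sodium acetate pH 7; 6 hr at 37 C, then Alexa 594 FP read.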
Starred values were filed as active, the others as inactive; ? = inconclusive; / = not tested or not shown; [ ] = another dose, or the depositor's remark. Unless noted, the call rests on the fitted dose curve; in most records, active means well fitted curve in the direction sought with a large enough effect; inconclusive means small, poorly fitted or top-dose-only effect, or another doubt; inactive means no such curve, though single readings can be large; an effect the other way counts as inactive or inconclusive. Unless noted, on the % scale 0 is the no-effect control and ±100 the full control effect; potency means the concentration at half of the fitted maximal effect.

The first 12 entries, ahead of the listing:
Below each compound: ALDH1A1 block	Tau fibril FP	TRb-SRC2 inh	GLA spleen mod	TexasRed fluor	L3MBTL1 block	Tau ThT inhib	Tau fluor cs
- O=C(NC(=S)Nc1cccc(NC(=O)c2ccccc2Cl)c1)c1cccs1
 : 4.5µM*	?	3%	3%	-4%	6%	15%	-3%
- O=C(/C=C/c1ccnc2ccccc12)c1cccs1
 : 28µM*	-4%	9%	3%	-2%	-12%	?	7%
- C=CCn1nc(-c2ccccc2)c(N2CCCCC2)cc1=O
 : ?	-3%	-1%	-2%	-3%	-26%	3%	-4%
- Cn1c2c(c(=O)n(C)c1=O)C(C(F)(F)F)(C(F)(F)F)N=C(c1ccc(Cl)cc1)N2
 : 12%	-6%	-7%	1%	-3%	11%	-3%	-2%
- Cc1ccc2nc3sc(C(=O)Nc4ccc(F)cc4)cc3cc2c1
 : /	2%	8%	/	-9%	-2%	?	0%
- Cc1cccc(NC(=O)c2nc(S(C)(=O)=O)ncc2Cl)c1
 : /	-2%	-4%	/	1%	/	-6%	2%
- c1cncc(Nc2nc(-c3cccs3)cs2)c1
 : 7.9µM*	9%	-18%	16%	0%	-2%	?	16µM*[quencher]
- O=C(Nc1cc(S(=O)(=O)N2CCOCC2)ccc1N1CCOCC1)c1cc2c(s1)CCC2
 : /	-16%	-1%	4%	-6%	-7%	-11%	-21%
- Cc1ccc(N2CCN(C(=O)c3cc(S(=O)(=O)N4CCCCC4)c[nH]3)CC2)c(C)c1
 : /	1%	-5%	/	4%	/	-1%	-4%
- Cc1ccc(S(=O)(=O)N/N=C/c2ccccc2O)cc1[N+](=O)[O-]
 : ?	3%	-4%	2%	-2%	-3%	0%	-4%
- Cc1cccc(NC(=O)c2ccc(N3CCOCC3)c([N+](=O)[O-])c2)n1
 : ?	-4%	-5%	0%	-4%	-6%	?	-4%
- Cc1ccc2cccc(OCC(=O)NCc3ccco3)c2n1
 : -8%	0%	-15%	-1%	-3%	-11%	2%	5%

Results, repeating the preview:
Below each compound: ALDH1A1 block	Tau fibril FP	TRb-SRC2 inh	GLA spleen mod	TexasRed fluor	L3MBTL1 block	Tau ThT inhib	Tau fluor cs
- O=C(NC(=S)Nc1cccc(NC(=O)c2ccccc2Cl)c1)c1cccs1
 : 4.5µM*	?	3%	3%	-4%	6%	15%	-3%
- O=C(/C=C/c1ccnc2ccccc12)c1cccs1
 : 28µM*	-4%	9%	3%	-2%	-12%	?	7%
- C=CCn1nc(-c2ccccc2)c(N2CCCCC2)cc1=O
 : ?	-3%	-1%	-2%	-3%	-26%	3%	-4%
- Cn1c2c(c(=O)n(C)c1=O)C(C(F)(F)F)(C(F)(F)F)N=C(c1ccc(Cl)cc1)N2
 : 12%	-6%	-7%	1%	-3%	11%	-3%	-2%
- Cc1ccc2nc3sc(C(=O)Nc4ccc(F)cc4)cc3cc2c1
 : /	2%	8%	/	-9%	-2%	?	0%
- Cc1cccc(NC(=O)c2nc(S(C)(=O)=O)ncc2Cl)c1
 : /	-2%	-4%	/	1%	/	-6%	2%
- c1cncc(Nc2nc(-c3cccs3)cs2)c1
 : 7.9µM*	9%	-18%	16%	0%	-2%	?	16µM*[quencher]
- O=C(Nc1cc(S(=O)(=O)N2CCOCC2)ccc1N1CCOCC1)c1cc2c(s1)CCC2
 : /	-16%	-1%	4%	-6%	-7%	-11%	-21%
- Cc1ccc(N2CCN(C(=O)c3cc(S(=O)(=O)N4CCCCC4)c[nH]3)CC2)c(C)c1
 : /	1%	-5%	/	4%	/	-1%	-4%
- Cc1ccc(S(=O)(=O)N/N=C/c2ccccc2O)cc1[N+](=O)[O-]
 : ?	3%	-4%	2%	-2%	-3%	0%	-4%
- Cc1cccc(NC(=O)c2ccc(N3CCOCC3)c([N+](=O)[O-])c2)n1
 : ?	-4%	-5%	0%	-4%	-6%	?	-4%
- Cc1ccc2cccc(OCC(=O)NCc3ccco3)c2n1
 : -8%	0%	-15%	-1%	-3%	-11%	2%	5%
- CC(=O)N(C)c1ccc(NC(=S)Nc2ccc(C(C)C)cc2)cc1
 : ?	-6%	-5%	-14%	-4%	-6%	-12%	-24%
- CCOc1ccccc1/C=C(/NC(=O)c1ccccc1)C(=O)NC(C)c1ccccc1 (stereo unspecified)
 : ?	3%	1%	4%	-1%	-3%	0%	5%
- CNc1oc(-c2ccc(Cl)cc2)nc1P(=O)(c1ccccc1)c1ccccc1
 : ?	1%	-6%	2%	-1%	-2%	?	-22%
- O=C(Nc1ccc(CSc2ccccc2)cc1)c1ccccc1
 : 9%	-4%	3%	-3%	2%	10%	-4%	-1%
- COc1ccc(NC(=O)NNC(=O)c2ccccc2-n2cccc2)cc1OC
 : 6%	9%	7%	6%	-2%	1%	-5%	0%
- O=S(=O)(c1ccc2c(c1)C(=NO)c1cc(S(=O)(=O)N3CCCCC3)ccc1-2)N1CCCCC1
 : ?	?	-3%	5%	-1%	-5%	-8%	-25%
- Cc1cc(C)n(C(C)CC(=O)NCc2ccccc2C)n1 (stereo unspecified)
 : /	-2%	-12%	/	0%	/	-7%	-2%
- CCn1c(=O)cc(OCC(=O)N2CCN(c3cccc(Cl)c3)CC2)c2ccccc21
 : /	1%	-7%	/	?	/	-16%	-18%
- CCC(=NCCc1c(C)[nH]c2ccc(OC(F)(F)F)cc12)C1=C(O)CC(c2ccccc2)CC1=O (stereo unspecified)
 : 0%	5%	5%	2%	-1%	3%	?	?
- COc1cc2c(=O)n(Cc3ccccc3Cl)c(=O)n(CC(=O)Nc3ccccc3)c2cc1OC
 : /	?	-9%	/	1%	/	10%	-30%
- COc1ccc(NC(=O)c2ccco2)c(NC(=O)Cc2cccs2)c1
 : -8%	-9%	-15%	5%	-2%	-1%	3%	5%
- Oc1oc(-c2ccc(Br)cc2)nc1C=Nc1ccc(Br)cn1
 : -15%	-2%	-7%	5%	12%	-3%	7%	3%
- O=C1C(=O)N(CCN2CCOCC2)C(c2ccccn2)/C1=C(/O)c1ccc(Cl)cc1 (stereo unspecified)
 : 13µM*	-11%	2%	1%	2%	13%[11.4 µM]	?	-16%
- Cc1cccc(Cn2c(-c3cccc(Br)c3)nc3ccccc32)c1
 : /	-4%	1%	/	0%	/	-10%	1%
- O=C(NNc1nc2c(F)cccc2s1)C1COc2ccccc2O1 (stereo unspecified)
 : -2%	-8%	0%	-9%	-4%	33%[activator]	14%	10%
- Cn1c(C(=O)O)cnc1Sc1ncc(C(F)(F)F)cc1Cl
 : 0%	2%	-9%	0%	-2%	34%[activator]	5%	6%
- CCN(Cc1ccccc1)Cc1c(F)cccc1F
 : -7%	-4%	5%	7%	-3%	9%	-3%	-3%
- O=C(NCCN1CCOCC1)C1CCN(S(=O)(=O)N2CCCCC2)CC1
 : ?	-3%	-6%	6%	-1%	-1%	-8%	-1%
- CCCn1c(SCC(=O)c2ccc(CC)cc2)n[nH]c1=O
 : -4%	-12%	-9%	11%	-1%	7%	?	-6%
- CCOC(=O)c1c(NC(=O)/C=C/C(=O)O)sc(C)c1-c1ccc(F)cc1
 : 14µM*	-6%	?	-1%	1%	-14%	?	-12%
- O=C(Nc1nccs1)Oc1ccccc1
 : 9%	-13%	-2%	-4%	1%	3%	-10%	-12%
- CN1CCN(c2cc(C(F)(F)F)nc3ccc(F)cc23)CC1
 : /	-14%	0%	-2%	-1%	/	/	-12%
- CCCn1c(=S)[nH]c2ccc(C(F)(F)F)cc21
 : 18µM*	-1%	-7%	6%	-2%	2%	-5%	-11%
- c1ccc(CCN2CN(CCCN3CCOCC3)c3nc4ccccc4n3C2)cc1
 : 2%	-11%	4%	1%	2%	2%	-7%	-4%
- COCCSc1ccccc1C(=O)Nc1cc(C)on1
 : ?	-3%	-9%	-1%	2%	-3%	-2%	-2%
- CCCCc1ccc(NC(=O)N2CCNC(=O)C2CC(=O)Nc2ccsc2C(=O)OC)cc1 (stereo unspecified)
 : /	-2%	-2%	-4%	-1%	/	/	-5%
- CS(=O)(=O)N(Cc1ccc(C(=O)NCCSc2ccccn2)cc1)c1ccccc1
 : 11%	-9%	1%	-18%	-24%	7%	3%	-8%
- Cc1ccc(CCNC(=O)C2CCN(S(=O)(=O)c3cccc4nsnc34)CC2)cc1
 : 2%	7%	-7%	-3%	0%	-9%	4%	-1%
- Cc1ccc2c(CC(=O)OCn3nnc4ccccc4c3=O)coc2c1
 : 2%	-3%	2%	6%	2%	-7%	?	-22%
- CCOC(=O)/C=c1\s/c(=C\c2ccc(-c3ccccc3)cc2)c(=O)n1CC(=O)NCc1ccc2c(c1)OCO2
 : ?	0%	-8%	7%	-1%	31%[activator]	5%	4%
- CS(=O)(=O)Oc1ccc(Br)c2cccnc12
 : /	-4%	1%	5%	0%	/	/	-13%
- COc1cc(NC(=O)c2ccc(NC(=O)N3CCSc4ncccc43)cc2)cc(OC)c1
 : /	-10%	-10%	/	0%	/	-6%	-26%
- O=C(O)c1ccccc1Sc1ccccc1S(=O)(=O)NC1CCCCC1
 : /	12%	0%	2%	2%	7%	-1%	6%
- CCOc1ccccc1NC(=O)NS(=O)(=O)c1ccc(C)cc1
 : 9%	3%	-4%	4%	4%	/	-12%	-5%

Bioassay records from PubChem.
